Bioassay records as filed in PubChem BioAssay.
HCMV inh = human cytomegalovirus inhibition | HFF cells, HCMV-luciferase reporter, 72 h; hits give low values | activity change, negative = inhibition, % at 57.5 µM | actives 4.5% (n = 410,000); in the data active = activity change below about -60%; inconclusive = no clear call, values can overlap the other calls; inactive = above about -39%
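HFF cells seeded 16 h at 37C, treated with compounds, infected with luciferase-reporter HCMV at MOI 1 PFU/cell; luciferase read at 72 h post infection, normalized to buffer-only and Salinomycin controls.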
HCV inhibitor = HCV inhibition. actives 3.4% (n = 340,000). Huh7.5.1 HCVcc-Cre infection, luciferase reporter, 44 h. Potency, µM (highest dose often 41.8 µM), for the others: top-dose activity change, negative = inhibition, usual class: inhibitors. AID 651820; also: potency is read from the fitted curve at half-maximal effect
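Infectious HCVcc-Cre (~0.5 moi) was added to cells just after compound, with cells seeded 4 h earlier at 1,000 per well. Luciferase activity after 44 h culture reported infection; substrate was incubated 15 min at room temperature before reading.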
Sm TGR block = blocks Schistosoma mansoni thioredoxin glutathione reductase; Potency, µM (highest dose often 114 µM), for the others: at the top dose activity change, negative = inhibition, hits mostly inhibitors; actives 3% (n = 360,000); purified TGR, DTNB reduction, TNB absorbance 405 nm; also: potency is read from the fitted curve at half-maximal effect; nearly all actives have a fitted effect of over 60% in size
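First, TGR (20 nM dispensed) and NADPH were mixed with compound. Second, a 15 min room-temperature incubation followed. Third, further NADPH and then DTNB were added to start the reaction. Finally, TNB absorbance was monitored kinetically.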
AmpC detergent = inhibitors of E. coli AmpC beta-lactamase with detergent | Potency, µM (titrated, usually from 114 µM), inactives show at the highest dose activity change, negative = inhibition, most hits filed as inhibitors | P00811 | actives 0.041% (n = 370,000) | AmpC hydrolysis of nitrocefin, absorbance 480 nm, 0.01% Triton;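 also: potency is read from the fitted curve at half-maximal effect; 0% = no-compound wells and -100% = no-enzyme wells; nearly all actives have a fitted effect of over 25% in size; some results filed as inactive show a strong effect at the top dose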
Target sequence (P00811 whole entry, looked up): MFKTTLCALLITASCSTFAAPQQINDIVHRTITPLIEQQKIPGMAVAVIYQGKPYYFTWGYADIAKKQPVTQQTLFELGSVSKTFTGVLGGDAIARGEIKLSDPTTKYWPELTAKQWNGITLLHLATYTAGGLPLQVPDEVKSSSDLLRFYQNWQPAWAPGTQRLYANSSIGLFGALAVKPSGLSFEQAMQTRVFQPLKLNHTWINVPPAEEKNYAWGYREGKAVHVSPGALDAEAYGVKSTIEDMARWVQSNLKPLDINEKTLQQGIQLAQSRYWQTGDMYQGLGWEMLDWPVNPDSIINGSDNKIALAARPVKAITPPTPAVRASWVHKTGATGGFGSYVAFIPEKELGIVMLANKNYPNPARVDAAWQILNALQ
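AmpC (5.3 nM in the dispensed reagent) in 20 mM phosphate pH 7.0 with 0.01% (detergent screen) or 0.0001% Triton X-100 was preincubated with compounds for 15 min at room temperature. Nitrocefin was then added from an 800 uM solution, and hydrolysis was followed at 480 nm.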
AMA1 RON2 block = inhibitors of Plasmodium falciparum AMA1-RON2 interaction. actives 0.2% (n = 360,000). Potency, µM (series often up to 58.2 µM), inactives show at the top dose activity change, negative = inhibition, most hits filed as inhibitors. AID 720542. AlphaScreen AMA1-biotinylated RON2 peptide binding;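 also: potency is read from the fitted curve at half-maximal effect; 0% = vehicle wells and -100% = peptide control; nearly all actives have a fitted effect of over 45% in size; some results filed as inactive show a strong effect at the top dose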
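AMA1 (3D7) with his tag at 25 nM final met compounds first, then biotinylated RON2 peptide at 25 nM; detection used donor plus acceptor beads, 10 µg/mL apiece, read by AlphaScreen after 30 min at room temperature.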
Giardia FBPA inh = Giardia lamblia aldolase inhibition | A8B2U2 | purified Giardia FBPA | Potency, µM (highest dose often 59.6 µM), without a hit: top-dose activity, negative = inhibition, hits mostly inhibitors | actives 0.71% (n = 290,000); also: potency is read from the fitted curve at half-maximal effect; nearly all actives have a fitted effect of over 55% in size
Target sequence (A8B2U2 whole entry, looked up): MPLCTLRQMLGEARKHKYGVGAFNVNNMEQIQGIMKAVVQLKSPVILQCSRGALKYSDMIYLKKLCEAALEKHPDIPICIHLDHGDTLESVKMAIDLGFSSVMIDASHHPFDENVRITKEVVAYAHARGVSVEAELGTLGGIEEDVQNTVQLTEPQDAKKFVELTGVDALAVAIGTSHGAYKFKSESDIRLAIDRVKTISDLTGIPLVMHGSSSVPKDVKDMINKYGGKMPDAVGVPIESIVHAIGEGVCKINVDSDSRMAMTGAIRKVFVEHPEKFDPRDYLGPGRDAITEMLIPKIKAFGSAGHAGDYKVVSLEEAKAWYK
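Giardia FBPA (40 nM reagent) was preincubated 10 min at RT with compound (up to 57.5 uM final), then substrate plus GAPDH/TPI/NAD/arsenate coupling system with diaphorase/resazurin was added; resorufin fluorescence (525/598 nm) was read after 20 min.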
Starred values were filed as active, the others as inactive; ? = inconclusive; . = not tested or not shown; & = joins results of further samples; [ ] = dose if it differs, or a comment. Unless noted, calls follow the shape of the dose curve; as a rule, active = well fitted curve in the direction sought with a large enough effect; inconclusive = small, poorly fitted or top-dose-only effect, or another doubt; inactive = no such curve, though single readings can be large; an effect the other way counts as inactive or inconclusive. Unless noted, % is scaled to controls: 0 for no effect and ±100 for the full control effect. No enrichment for hits. Share with any hit: about 9.3%.

Results follow in this order: HCMV inh, HCV inhibitor, Sm TGR block, AmpC detergent, AMA1 RON2 block, Giardia FBPA inh
- O=C(c1ccc(S(=O)(=O)NCc2ccco2)cc1)N1CCN(Cc2ccccc2)CC1
→ -34, ?, -24%, 3%, -4%, 0%
- O=C(C1CCCO1)N1CCN(C(=S)Nc2ccc(Br)cc2)CC1 (configuration not stated)
→ ?, 12%, -3%, 2%, -1%, .
- CC1=NN(C(=O)c2csc(C)c2)C(O)(C(F)(F)F)C1 (configuration not stated)
→ 1, 0%, -2%, -14%, 65%[activator], 5%
- O=C(Nc1cc(S(=O)(=O)N2CCCCCC2)ccc1OCC(F)(F)F)c1ccc(=O)[nH]c1
→ 2, -8%, -34%, 7%, 3%, .
- Cc1cc(-n2c(C)nc3ccccc3c2=O)ccc1NC(=O)C(F)(F)F
→ -11, ., 7%, -2%, ., .
- Cc1nn(-c2ccccc2)c(Cl)c1C1C(C#N)=C(N)OC2=C1C(=O)CC(C)(C)C2 (configuration not stated)
→ ?, ?, -12%, ?, -3%, -9%
- Cc1cccc(NS(=O)(=O)c2nnc(NC(=O)CC(C)C)s2)c1
→ -9, 9%, -4%, -9%, -3%, 15%
- Cc1cccc(NC(=O)CSc2nnc(-c3cnccn3)n2Cc2ccco2)c1
→ 30, -1%, ?, -1%, 2%, 1%
- CCOC(=O)C1CCCN(C(=O)CCn2nc(-c3ccccc3)ccc2=O)C1 (configuration not stated)
→ -38, 4%, -23%, -5%, 3%, 4%
- CCN(Cc1nc2ccccc2c(=O)[nH]1)C(=O)c1cc(C2CC2)nn1-c1ccccc1
→ -28, ?, -7%, -19%, 25%, .
- N#Cc1ccc(-c2c(-c3ccccc3)ncc3cc(F)ccc23)cc1
→ -7, ?, -20%, 2%, -20%, .
- CC(C)CC(=O)Nc1ccc(C(=O)COC(=O)CN2C(=O)NC3(CCCCC3C)C2=O)cc1 (configuration not stated)
→ -11, -8%, -4%, ?, 8%, .
- CC1CCc2c(sc(NC(=O)CCCn3cnc([N+](=O)[O-])n3)c2C(N)=O)C1 (configuration not stated)
→ -38, -16%, -25%, 0%, 2%, -13%
- COc1cccc(N2CCN(CC(=O)C34CC5CC(CC(C5)C3)C4)CC2)c1
→ 7, 3%, ?, ?, -5%, ?
- O=S(=O)(N/N=C/c1cn(Cc2ccccc2)c2ccccc12)c1ccccc1
→ 76, ?, -2%, 11%, -19%, -9%

Compounds from the list above that contain an NH in an aromatic ring, in the order listed:
Results follow in this order: HCMV inh, HCV inhibitor, Sm TGR block, AmpC detergent, AMA1 RON2 block, Giardia FBPA inh
- O=C(Nc1cc(S(=O)(=O)N2CCCCCC2)ccc1OCC(F)(F)F)c1ccc(=O)[nH]c1
→ 2, -8%, -34%, 7%, 3%, .
- CCN(Cc1nc2ccccc2c(=O)[nH]1)C(=O)c1cc(C2CC2)nn1-c1ccccc1
→ -28, ?, -7%, -19%, 25%, .

(more compounds)
Results follow in this order: HCMV inh, HCV inhibitor, Sm TGR block, AmpC detergent, AMA1 RON2 block, Giardia FBPA inh
- CCOC(=O)N1CCC(N2C(=O)c3ccccc3C2Nc2cc(OC)c(OC)c(OC)c2)CC1 (configuration not stated)
→ -17, 7%, -1%, ?, -7%, ?
- O=C1c2ccccc2S(=O)(=O)N1Cc1nc2ccccc2s1
→ -73*, 20%, -16%, -6%, 0%, -3%
- Cc1ccc(OCC(=O)N2N=C(c3ccc(Cl)cc3)CC2c2ccco2)c([N+](=O)[O-])n1 (configuration not stated)
→ 13, -21%, -21%, ?, -28%, -6%
- Cc1c(C)n(C(=O)CSc2ncn[nH]2)c2ccccc12
→ -1, -6%, 3%, 1%, -6%, -23%
- CC(=O)c1ccc(NC(=O)c2cnn3c(C(F)F)cc(C4CC4)nc23)cc1
→ 7, -3%, ., ., 8%, .
- C[C@H](NC(=O)c1[nH]cnc1C(=O)Nc1nccs1)c1ccccc1
→ -4, 7%, ?, -2%, 114%[activator], .
- Cc1ccccc1NC(=O)Cn1c(=O)n(CCCCCC(=O)NCc2ccccc2Cl)c(=O)c2sccc21
→ -12, ., -5%, 0%, ., .
- O=C(NCCN1CCCCC1)c1ccc(F)cc1Cl
→ 81, 20%, 0%, 2%, 7%, 0%
- c1ccc(-c2nnc(CN3CCN(c4ccccc4)CC3)o2)cc1
→ 9&-2, 5%, 7%&0%, 4%&7%, -9%, 3%
- O=C(Nc1cc([N+](=O)[O-])ccc1C(=O)Nc1cccnc1)c1ccccc1
→ ?, ?, -21%, 2%, -6%, .
- COc1cc(CN2CCC(C(=O)N3CCC(C)CC3)CC2)cc(Br)c1O
→ -18, 6%, -17%, -14%, -11%, -4%
- COc1ccc(C2(C(=O)N3CCCC3)CCOCC2)cc1OC
→ 18, 13%, -1%, -2%, -11%, 1%
- CC(C)CN(C(=O)COC(=O)C(C)N1C(=O)c2ccccc2C1=O)c1c(N)n(Cc2ccccc2)c(=O)[nH]c1=O (configuration not stated)
→ -26, 7%, 0%, ?, 3%, .
- CCOc1ccc(N(CC(=O)N2CCCC2)S(=O)(=O)c2ccc(F)cc2)cc1
→ -16, 27%, -26%, -5%, -7%, .
- Cc1ccccc1OCCCCn1c(CCNC(=O)C(C)(C)C)nc2ccccc21
→ -22, ., -1%, 0%, ., .
- Cc1cccn2c(=O)c3cc(C(=O)NCc4ccccc4)c(=N)n(CCCN4CCOCC4)c3nc12
→ -31, ?, ., ., 9%, .
- CC(OC(=O)C1CC1)C(=O)Nc1cc(C(F)(F)F)ccc1Cl (configuration not stated)
→ 4, -16%, -7%, -6%, 30%, 2%
- O=c1c(-c2cccc3ccccc23)[n+]([O-])c2ccccc2n1O
→ 12, 12%, -2%, -9%, 12%, -21%
- CC(NC(=O)CN1C(=O)NC2(CCc3ccccc32)C1=O)c1ccccc1 (configuration not stated)
→ 0, 3%, -1%, -18%, -5%, .
- COc1ccc(C(c2nnnn2Cc2ccccc2)N2CCN(C(=O)c3ccco3)CC2)cc1 (configuration not stated)
→ 28, -5%, ?, ?, -14%, -4%
- CC1CCN(C(=O)COC(=O)c2ccccc2C(=O)c2ccccc2)CC1
→ 6, 3%, ., ., 9%, .
- c1ccc2nc(-c3ccncc3)ccc2c1
→ 23, -11%, 12%, -2%, -4%, 0%
- Cc1nn(-c2cccc(Cl)c2)nc1C(=O)O
→ -23, 17%, -4%, 1%, -14%, -4%
- CCN(CC)c1ccc(N)cc1S(=O)(=O)Nc1ccc(OC)cc1
→ 6, -13%, 2%, -10%, 0%, -13%
- CCOC(=O)c1c(C)sc(-c2c(-c3cc(C)ccc3C)[nH]c3c2c(=O)n(C)c(=O)n3C)c1O
→ -16, ., -33%, -4%, ., .
- CC1(C)Cc2c(sc(NC(=O)c3ccc(S(=O)(=O)N4CCCCCC4)cc3)c2C(N)=O)C(C)(C)N1
→ -10, -25%, -3%, 6%, 1%, .
- O=C(CSc1cc(Cl)ccc1Cl)NC1CCCc2ccccc21 (configuration not stated)
→ ?, ?, -2%, 0%, 10%, 7%
- O=C(N/N=C/c1ccc(Cl)cc1Cl)c1ccc(-n2cnnn2)cc1
→ 0, ?, -13%, ?, -10%, .
- Cc1ncsc1C(=O)O
→ -11, -16%, 0%, -5%, 13%, -1%
- CCN(CC(=O)Nc1cc(Cl)ccc1C)C(=O)c1cc(S(=O)(=O)N2CCCCCC2)ccc1OC
→ -30, ?, -3%, -6%, 0%, .
- COc1ccc(/C=C(\NC(=O)c2ccc(C)cc2)C(=O)NCCCn2ccnc2)cc1
→ 32, -10%, 3%, 1%, -26%, -1%
- O=S(=O)(NCCS(=O)(=O)N1CCN(c2ccccc2F)CC1)c1ccc(Cl)cc1
→ 21, ., 0%, 21%, ., .
- CCCCC(CC)C(=O)NCc1ccccc1OC (configuration not stated)
→ 13, 3%, 12%[11.4 µM], -8%, 24%, 0%
- COc1cc(/C=C(/C#N)c2ccccc2)ccc1Oc1ccc([N+](=O)[O-])cn1
→ -36, ?, -2%, -1%, -3%, 1%
- CCN(CC)CC#CCC1(O)c2ccccc2-c2ccccc21
→ -22, -9%, -5%, -11%, 30%, 3%
- CCCCOc1ccc(/C=C/C2=CC(C)(C)NC(=S)N2)cc1OCC
→ -11, ?, ?, 6%, 26%, 0%
- Cc1ccc(NC(=O)CN2C(=O)C(c3ccccc3)=NC2(C)C)cc1C
→ 39, ., -1%, -2%, ., .
- Cc1ccc2nc(-c3ccc(SCC(=O)Nc4nnc(C)s4)nc3)[nH]c2c1
→ 27, 1%, -3%, -6%, -12%, 0%
- CCCCN1C(=O)c2[nH]nc(-c3ccccc3O)c2C1c1cc(Br)c(O)c(OC)c1 (configuration not stated)
→ -35, ., 56µM*, 5%, ., .
- Cc1ccc(S(=O)(=O)Cc2ccc(C(=O)N3CCCCCC3)o2)cc1
→ -63*, -14%, 16µM*, ?, 3%, 1%
- O=C(N1CCOCCOc2ccccc2OCCOCC1)C(F)(F)F
→ 41, 21%, 3%, ?, -4%, 6%
- CC(C)(C)c1nnc2cccc(Cl)n12
→ -14, -28%, 1%, 6%, 0%, 1%

Rewritten with each value named: 4 of the compounds above.
mol: CCN(CC)CC#CCC1(O)c2ccccc2-c2ccccc21
  HCMV inh: -22
  HCV inhibitor: -9%
  Sm TGR block: -5%
  AmpC detergent: -11%
  AMA1 RON2 block: 30%
  Giardia FBPA inh: 3%
mol: CCCCOc1ccc(/C=C/C2=CC(C)(C)NC(=S)N2)cc1OCC
  HCMV inh: -11
  HCV inhibitor: ?
  Sm TGR block: ?
  AmpC detergent: 6%
  AMA1 RON2 block: 26%
  Giardia FBPA inh: 0%
mol: Cc1ccc(NC(=O)CN2C(=O)C(c3ccccc3)=NC2(C)C)cc1C
  HCMV inh: 39
  HCV inhibitor: .
  Sm TGR block: -1%
  AmpC detergent: -2%
  AMA1 RON2 block: .
  Giardia FBPA inh: .
mol: Cc1ccc2nc(-c3ccc(SCC(=O)Nc4nnc(C)s4)nc3)[nH]c2c1
  HCMV inh: 27
  HCV inhibitor: 1%
  Sm TGR block: -3%
  AmpC detergent: -6%
  AMA1 RON2 block: -12%
  Giardia FBPA inh: 0%
